FBW7 act: FBW7 E3 ligase activators, primary screen, biochemical, AlphaScreen, human. F-box/WD repeat-containing protein 7 (Homo sapiens), Q969H0. AlphaScreen FBW7–phospho-cyclin E peptide binding, activator screen. normalized activity (activation), % at 26.1 µM. hit rate 0.13% among 650,000; in the data active = normalized activity above about 1.9%;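 also: purified mutant Fbw7 with reduced substrate affinity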
GPR151 activ: activators of human GPR151, primary screen, cell-based, PathHunter beta-arrestin, luminescence; AID 1508602, 2020; hit rate 1% among 650,000; PathHunter beta-arrestin GPR151 cells; activation, % at 11.2 µM; G-protein coupled receptor 151 (Homo sapiens), Q8TDV0; in the data active = activation above about 4.9%;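 also: 0% = median of compound wells and 100% = cells with positive control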
Target sequence (Q8TDV0 whole entry, looked up): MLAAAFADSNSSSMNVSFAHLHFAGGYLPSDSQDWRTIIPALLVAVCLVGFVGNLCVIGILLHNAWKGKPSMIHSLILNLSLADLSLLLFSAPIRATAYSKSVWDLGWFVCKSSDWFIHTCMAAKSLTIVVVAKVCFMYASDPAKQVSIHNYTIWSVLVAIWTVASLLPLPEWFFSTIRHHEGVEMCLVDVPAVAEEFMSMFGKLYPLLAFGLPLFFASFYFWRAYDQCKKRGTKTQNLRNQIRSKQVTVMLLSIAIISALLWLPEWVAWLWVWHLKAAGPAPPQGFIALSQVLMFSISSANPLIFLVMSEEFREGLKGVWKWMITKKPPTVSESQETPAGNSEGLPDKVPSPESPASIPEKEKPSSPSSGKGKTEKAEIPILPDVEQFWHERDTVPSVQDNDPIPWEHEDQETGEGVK
MITF primary: MITF inhibitors, primary screen, biochemical, AlphaScreen, human. Microphthalmia-associated transcription factor (Homo sapiens), O75030. AlphaScreen MITF homodimerization, bead proximity signal. inhibition, % at 2.6 µM. hit rate 0.91% among 650,000. AID 1259374, 2018; in the data active = inhibition above about 50%;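 also: 0% = vehicle wells with protein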
Target sequence (O75030 whole entry, looked up): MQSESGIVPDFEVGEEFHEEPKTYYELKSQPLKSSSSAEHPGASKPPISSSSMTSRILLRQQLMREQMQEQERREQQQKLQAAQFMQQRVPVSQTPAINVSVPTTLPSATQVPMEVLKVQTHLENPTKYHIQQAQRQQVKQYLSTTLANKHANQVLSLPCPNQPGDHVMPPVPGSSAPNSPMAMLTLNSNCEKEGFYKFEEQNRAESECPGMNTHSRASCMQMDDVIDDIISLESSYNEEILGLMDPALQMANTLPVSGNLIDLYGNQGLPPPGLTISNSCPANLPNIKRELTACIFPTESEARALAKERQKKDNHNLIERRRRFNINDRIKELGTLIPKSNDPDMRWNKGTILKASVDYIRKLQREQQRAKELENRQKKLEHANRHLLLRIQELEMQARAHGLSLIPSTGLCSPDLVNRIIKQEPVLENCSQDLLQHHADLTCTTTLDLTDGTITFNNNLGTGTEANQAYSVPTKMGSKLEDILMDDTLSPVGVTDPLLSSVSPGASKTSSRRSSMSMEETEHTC
TEAD-YAP block: TEAD-YAP interaction inhibition, primary screen, TEAD-YAP interaction inhibitor project, luminescence, HEK-TIYL cells; AID 1259422, 2018; TEAD-Gal4/YAP UAS-luciferase luminescence; hit rate 1.4% among 640,000; inhibition, % at 9.12 µM; in the data active = inhibition above about 32%;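 also: 0% = median of test compound wells and 100% = reference inhibitor wells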
* marks the source's active call; other numbers are inactive results.

smiles	FBW7 act	GPR151 activ	MITF primary	TEAD-YAP block
CCOc1ccc(NC(=O)c2cc(I)ccc2Cl)cc1	0.0	-1.1	4	-9
Cc1cc(NC(=O)CSc2nc3[nH]ncc3c(=O)n2-c2ccc(C)c(Cl)c2)n[nH]1	0.1	0.5	-1	8
O=C(Cc1ccccc1[N+](=O)[O-])NCc1ccco1	-0.3	1.2	1	-9
O=C(CSc1ncc(CO)n1Cc1ccccc1)Nc1cccc2ccccc12	-0.1	0.8	-3	-4
O=C(COc1ccccc1)NCC(=O)N/N=C/c1ccc([N+](=O)[O-])s1	-0.1	-0.5	3	-8
Cc1cc(N/C(=N\S(=O)(=O)c2ccc(F)cc2F)c2ccccc2)no1	-0.2	2.9	-10	-13
CC(=O)N/C(=C/c1ccccc1)C(=O)NCCC(=O)O	-0.1	2.8	6	-3
O=C(NCc1ccc2c(c1)OCO2)c1ccc(I)cc1	-0.2	-1.1	9	-10
CC(=O)c1cc(CN2CCN(CCC(C)C)C(CCO)C2)cs1 (configuration not stated)	0.2	0.5	7	3
O=S(=O)(NCc1nnc2n1CCN(CCCc1ccccc1)CC2)c1ccccc1	-0.2	0.1	2	5
COc1cc(/C=N/NC(=O)c2cccc3ccccc23)cc(OC)c1OC	0.8	-1.5	26	0
C#CCN1CCc2cc(OC)c(OC)cc2C1C (configuration not stated)	-0.1	6.4*	-10	-10
O=C(c1ccccc1)c1ccc(C2CC2)c([N+](=O)[O-])c1	0.0	-0.8	0	-12
CCCNC(=O)Cc1cccc2ccccc12	0.3	-1.3	8	-1
Cc1nc(N(C)c2ccc(C(C)C)cc2)c2c(C)c(C(=O)N3CCN(C)CC3)sc2n1	0.0	-0.8	-5	-1
CSc1cccc(NC(=O)CS(=O)(=O)c2cccc3nsnc23)c1	-0.1	0.0	9	12
CC(=O)N1CCN(C(=S)c2ccc(-c3ccc(Cl)cc3)o2)CC1	0.0	0.8	8	-15
CC(=O)N1CCc2cc(Br)cc(S(=O)(=O)N(CC(C)C)CC(C)C)c21	0.1	1.4	7	6
CCOc1ccc(N/C(SCc2ccc(Cl)cc2)=C(/C#N)C(N)=O)cc1	-0.1	-1.8	12	19
CC1=NNC(=O)C1CC(=O)N/N=C/c1ccccc1C(F)(F)F (configuration not stated)	0.5	0.0	14	10
CCOC(=O)C(NC(=O)c1ccccc1Cl)(Nc1sc2c(c1C(N)=O)CCCC2)C(F)(F)F (configuration not stated)	0.0	1.4	5	1
Cc1cccc(-c2nc3ccccc3c(=O)n2NC(=O)c2cc(-c3ccccc3)nc3ccccc23)c1	0.0	1.2	8	9
Cc1ccc(C2=NN(CC(=O)NCCCN3CCN(C)CC3)C(=O)CC2)cc1	0.1	1.0	-4	-5
COc1ccc(-n2c(SCC(N)=O)nc3sc4c(c3c2=O)CCCCC4)cc1	0.0	-0.7	9	-2
CCc1ccc(NC(=O)C(NS(=O)(=O)c2ccc3nc(C)sc3c2)C(C)C)cc1 (configuration not stated)	-0.2	0.0	-1	-7
c1cn(-c2ccc(Nc3cc(Nc4ccc5c(c4)OCO5)ncn3)cc2)cn1	0.0	-2.2	8	-14
Cc1nn(CC(=O)N2CCN(C)CC2)c(=O)c2cc3occc3n12	0.6	-1.0	-1	3
CCN(CC)c1nc(Nc2ccccc2)nc(N2CCN(Cc3ccc4c(c3)OCO4)CC2)n1	0.4	-3.1	-6	8
COC(=O)CCn1c(=O)c2cccn2c2cccnc21	-0.4	-0.2	3	5
CCOc1ccc(NC(=O)CSc2nc3ccsc3c(=O)n2C(C)CC)cc1 (configuration not stated)	-0.1	-2.5	10	0
c1nc(N2CCCC2)c2sc3nc(N4CCOCC4)c4c(c3c2n1)CCCC4	0.0	3.1	5	9
Cc1c(C(=O)NC2CCN(Cc3ccccc3)C2)cnn1-c1nccc(-c2cccs2)n1 (configuration not stated)	-0.1	-0.6	-2	-15
CCOC(=O)C1=C(C)NC(=S)NC1c1cccc(Br)c1 (configuration not stated)	0.0	-0.6	3	4
c1csc(CNc2ccnc3c(-c4ccsc4)cnn23)c1	1.5	-0.5	2	-53
O=C(COC(=O)CCN1C(=O)C2CCCCC2C1=O)Nc1ccc2c(c1)OC(F)(F)O2 (configuration not stated)	0.5	-0.5	13	7
O=C(NC(N1CCOCC1)C(Cl)(Cl)Cl)c1cccs1 (configuration not stated)	0.7	-0.2	13	10
CN(C)CCCN1C(=O)C(=O)/C(=C(\O)c2ccc(Cl)cc2)C1c1ccc(F)cc1 (configuration not stated)	0.3	-0.1	0	12
Cn1cc(C(=O)NCc2ccccc2Cl)c2ccccc2c1=O	-0.1	-0.7	-4	15
COc1ccc(N2C(N)=C(C#N)C(c3ccc(C(C)(C)C)s3)C3=C2CC(C)(C)CC3=O)cc1 (configuration not stated)	-0.2	0.6	10	1
Cc1ccccc1NC(=O)C(=O)NCc1ccc(Cl)cc1	0.0	1.1	-1	-10
O=C(NCc1cccnc1)c1cc(S(=O)(=O)N2CCCCC2)ccc1Cl	-0.2	0.4	14	2
Cc1cccc2cc(C3OCCO3)c(Cl)nc12	0.6	0.0	-2	-13
CS(=O)(=O)N(CC(=O)NC1CC2CCC1C2)c1ccc(Cl)c(Cl)c1 (configuration not stated)	0.3	3.8	-2	0
Clc1cccc(CNNc2nc(N3CCCCC3)nc(N3CCCCC3)n2)c1	0.7	-1.6	15	-12
Cc1ccsc1C1Nc2ccccc2NC2=C1C(=O)CC(C)(C)C2 (configuration not stated)	-0.5	0.3	5	9
COc1ccccc1NC(=O)NC1(C#N)CCCC1	0.0	1.2	-5	6
Cc1sc2ncn(Cc3ccccc3F)c(=O)c2c1C	-0.2	-0.2	-6	-15
COc1ccccc1CNc1ncnc2nc[nH]c12	0.0	-0.4	-8	5
O=C(COc1ccc([N+](=O)[O-])cc1)Nc1ccc(Br)c(Cl)c1	-0.3	1.2	2	-8
CCOC(=O)c1cnc2ccc(OC)cc2c1Nc1cccc(OC)c1	0.6	0.4	8	-7
Cc1ccc(OCC(=O)Nc2nc3c(s2)CCCC3)cc1	-0.1	0.0	3	-25
CCc1ccc(OC)c(S(=O)(=O)NCC2(c3cccs3)CC2)c1	0.2	-1.6	-3	8
O=C1C(Cl)=C(Nc2ccccc2)C(=O)N1c1ccccc1Cl	-0.1	-1.2	9	-4
COc1ccc(/C=N/NC(=O)COc2ccccc2C)cc1I	0.1	0.0	-2	-6
COC(=O)C1=C(C)N(c2ccccc2Cl)C(=O)/C1=C\c1ccc(C(=O)OC)cc1	0.1	1.6	5	8
COc1cc(Cl)c(CN2CCC(CCC(=O)NC3CC3)CC2)cc1OC	-0.1	-0.1	-10	4

Next records follow:
smiles	FBW7 act	GPR151 activ	MITF primary	TEAD-YAP block
c1ccc(OCCNc2cc(Nc3ccncn3)ncn2)cc1	0.1	3.4	8	-22
Cc1ccc(N2C(=O)C3CCC(C)(C2=O)C3(C)C)cc1C (configuration not stated)	0.1	0.1	-3	-6
O=C(NC1CCS(=O)(=O)C1)c1ccccc1Cl (configuration not stated)	-0.1	0.7	0	-4
CCCCc1ccc(C(=O)N/C(=C\c2ccc(F)cc2)C(=O)Nc2cccc([N+](=O)[O-])c2)cc1	-0.1	0.0	-7	4
O=C(CSc1nnnn1C1CCCCC1)c1ccccc1	0.1	0.0	5	-1
O=C(CSc1nnc(-c2cccnc2)n1Cc1ccccc1)c1ccc(Br)cc1	0.1	0.5	30	-8
Cc1ccc(CNC(=O)CN(CCc2ccccc2)S(=O)(=O)c2ccc(Cl)cc2)cc1	0.5	0.9	14	-7
O=c1/c(=C/c2ccco2)sc2nnc(-c3ccccc3Cl)n12	-0.1	-0.7	12	0

Limited to MITF primary, GPR151 activ and TEAD-YAP block, for some of the entries so far:
structure	MITF primary	GPR151 activ	TEAD-YAP block
O=C(NC1CCS(=O)(=O)C1)c1ccccc1Cl (configuration not stated)	0	0.7	-4
CCCCc1ccc(C(=O)N/C(=C\c2ccc(F)cc2)C(=O)Nc2cccc([N+](=O)[O-])c2)cc1	-7	0.0	4
O=C(CSc1nnnn1C1CCCCC1)c1ccccc1	5	0.0	-1

Continuation.
molecule | FBW7 act | GPR151 activ | MITF primary | TEAD-YAP block
Cc1ccc(CNC(=O)c2cc3sccc3n2C)cc1 | -0.2 | -0.7 | -2 | -1
N/C(CC(=O)Nc1ccccc1Cl)=N\O | 0.4 | -0.6 | 12 | 0
C/C(N)=C(/C#N)C(=O)Cn1c(Cl)nc2c1c(=O)n(C)c(=O)n2C | 0.5 | -0.6 | -8 | -3
O=[N+]([O-])c1cc(S(=O)(=O)N2CCCCCC2)ccc1NCC1COc2ccccc2O1 (configuration not stated) | 0.2 | 2.0 | 8 | 0
CN(C)CCCn1c(=O)n(C)c(=O)c2[nH]cnc21 | -0.1 | 0.7 | 5 | 2
COCc1c(C(=O)NNC(=O)c2ccccc2F)nnn1-c1nonc1N | 1.4 | 0.2 | 4 | 11
CC1CCCCN1S(=O)(=O)c1ccc(C(=O)Nc2nc(-c3ccccn3)cs2)cc1 (configuration not stated) | -0.9 | 0.3 | 38 | 13
O=C(CN1CCN(S(=O)(=O)c2cc(Cl)ccc2Cl)CC1)Nc1cc(C(F)(F)F)ccc1Cl | 0.0 | 0.6 | 2 | 15
COc1ccc(CNC(=O)Cn2ncc3c(=O)oc4ccccc4c32)c(OC)c1 | -0.2 | 0.4 | -10 | 8
Cn1cc(-c2ccccc2C(=O)O)c(=O)c2cc(Cl)ccc21 | 0.7 | -0.6 | 7 | 2
O=C1C2C3C=CC(CC3)C2C(=O)N1c1ccccc1Cl (configuration not stated) | -0.1 | 1.5 | -2 | 9
CCCCc1ccc(NS(=O)(=O)c2ccc(O)c(C(=O)O)c2)cc1 | 0.0 | -0.1 | 31 | 6
N#CC1=CN(Cc2ccccc2)C=C(C=Nc2ccccc2)C1 | 0.1 | 1.5 | 1 | 3
COc1ccc(N2C(=O)CCC(C(=O)N3CCCC3)C2c2ccc(F)cc2)cc1 (configuration not stated) | 0.0 | -0.3 | 11 | -2
CCCCCC(=O)N/N=C1\CCc2ccccc21 | 0.0 | 0.2 | 9 | -2
COC(=O)c1ccccc1NC(=O)C1CC2=C(CCCC2(C)C)CC1C(=O)O (configuration not stated) | 0.1 | -0.2 | -7 | 2
Cc1ccc(NC(=O)CN2C(=O)C3(SCC(=O)N3c3ccc(F)cc3)c3ccccc32)c(C)c1 (configuration not stated) | 1.5 | 1.2 | 18 | 16
COc1cccc2c1OC1(CCN(C(=O)C3CC3)CC1)OC2 | 0.2 | -0.8 | 1 | 6
Cc1cc(O)c(C(=O)/C=C/c2ccc([N+](=O)[O-])cc2)c(=O)o1 | 0.2 | 3.3 | 38 | -4
Cc1ccc(CN2CCN(Cc3cnc(N4CCOCC4)s3)CC2CCO)cc1 (configuration not stated) | -0.1 | -1.0 | -6 | 2
O=C(Cn1cnc2c(cnn2CCO)c1=O)N1CCC(Cc2ccccc2)CC1 | -0.1 | 1.4 | -18 | 1
COc1ccc(NC(=O)c2cc3cc(OC)ccc3o/c2=N\c2sc3c(c2C#N)CCCC3)cc1 | 0.2 | -0.9 | -25 | -4
O=C(N/N=C\C(Br)=C\c1ccccc1)c1n[nH]c2c1CCCC2 | -0.1 | 0.6 | -2 | -4
CCc1ccc(NC(=O)CN(c2ccccc2)S(=O)(=O)c2ccccc2[N+](=O)[O-])cc1 | -0.2 | 1.5 | -3 | 9
CC(=O)N1CCC[C@H]1C(=O)N1CCC(CCC(=O)Nc2cccc(C)c2)CC1 | 0.0 | 2.0 | 1 | -5
O=S(=O)(c1ccc2ccccc2c1)N1CCN(C2CCCCC2)CC1 | 1.7 | -1.5 | 20 | 25
CC(C)C(C(=O)N1CCCCC1)N1C(=O)c2ccccc2C1=O (configuration not stated) | -0.1 | 0.3 | -3 | 5
CC(C)CNC(=O)CC(=O)N/N=C/c1ccc(C(=O)O)cc1 | 0.0 | -0.2 | 12 | 3
COc1ccc(CCNC(=O)CSc2nc3ccsc3c(=O)n2Cc2ccccc2)cc1OC | 0.1 | -1.4 | 5 | 5
COc1ccc(-c2n[nH]c(=S)n2/N=C\c2cccn2C)cc1 | 0.2 | 0.4 | 15 | 9
O=C(CCCn1c(=S)[nH]c2ccsc2c1=O)Nc1ccc2c(c1)OCO2 | 0.2 | -2.0 | 26 | -8

Given with values under each structure: entries from further up.
The line under a structure holds: FBW7 act | GPR151 activ | MITF primary | TEAD-YAP block
- O=S(=O)(c1ccc2ccccc2c1)N1CCN(C2CCCCC2)CC1
 : 1.7 | -1.5 | 20 | 25
- CC(C)C(C(=O)N1CCCCC1)N1C(=O)c2ccccc2C1=O (configuration not stated)
 : -0.1 | 0.3 | -3 | 5
- CC(C)CNC(=O)CC(=O)N/N=C/c1ccc(C(=O)O)cc1
 : 0.0 | -0.2 | 12 | 3
- COc1ccc(CCNC(=O)CSc2nc3ccsc3c(=O)n2Cc2ccccc2)cc1OC
 : 0.1 | -1.4 | 5 | 5
- COc1ccc(-c2n[nH]c(=S)n2/N=C\c2cccn2C)cc1
 : 0.2 | 0.4 | 15 | 9

High-throughput results deposited in PubChem BioAssay by The Scripps Research Institute Molecular Screening Center.

Not a hit list; overall some 3.4% were active at least once.
